Compound activity: PubChem BioAssay, several laboratories
M1AAP inhibition = P. falciparum M1AAP inhibitors, biochemical, fluorogenic H-Leu-NHMec substrate, 1536-well (AID 1445) | Aminopeptidase N (Plasmodium falciparum (isolate 3D7)) | recombinant M1AAP, H-Leu-NHMec fluorogenic kinetic assay; higher % means a stronger effect | inhibition, % at 30 µM; hits with a dose series show IC50 in µM | 0.42% of 220,000 active;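 active means primary inhibition above the hit cutoff, then over 50% inhibition at one or more dose response concentrations, cut at about 23% in these data, passing the limit was not always enough; inconclusive means conflicting primary data, or primary hits not chosen for dose response; inactive means low primary inhibition, or under 50% at every dose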;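 further: plate controls were DMSO full reaction for no effect and no enzyme background for full effect; strong numbers were not always called active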
PMI inhibition = human PMI inhibitors, high substrate, primary screen, biochemical, fluorescence intensity, high mannose 6-phosphate (AID 1220); one-dose inhibition, % at 20 µM; IC50 in µM for titrated hits; 0.66% of 190,000 active; Mannose-6-phosphate isomerase (Homo sapiens); recombinant PMI enzyme, coupled fluorescence intensity; higher % means a stronger effect
TNAP activators = human TNAP enzyme activators, primary screen, biochemical, luminescent, no phosphate acceptor, uHTS (AID 1001); 0.03% of 200,000 active; purified TNAP, luminescent activation assay, no phosphate acceptor; higher activation fold means a stronger effect; activation fold at 20 µM, or EC50 in µM where a hit was titrated; Alkaline phosphatase, tissue-nonspecific isozyme (Homo sapiens); in the data active means activation fold from about 3, or a potency from the dose series; inactive means the rest, 99 in 100 with activation fold below about 1.6; further: many of its hits are not listed in these tables
P. falciparum M17LAP = P. falciparum M17LAP inhibitors, primary screen, biochemical, fluorogenic H-Leu-NHMec substrate, 1536-well (AID 1619); 0.38% of 220,000 active; inhibition, % at 30 µM, or IC50 in µM where a hit was titrated; Leucine aminopeptidase (Plasmodium falciparum (isolate 3D7)); recombinant M17LAP, H-Leu-NHMec fluorogenic kinetic assay; higher % means a stronger effect;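 active means compound inhibiting the enzyme by more than half at any dose during confirmatory dose-response retesting; inconclusive means strong single-dose inhibitors picked by rank but not retested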;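 further: plate controls were full reaction with DMSO carrier for no effect and no enzyme background for full effect; strong numbers were not always called active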
LYP inhibition = inhibitors of LYP phosphatase, biochemical, fluorescence intensity, uHTS (AID 1779) | Tyrosine-protein phosphatase non-receptor type 22 (Homo sapiens) | recombinant LYP phosphatase, fluorescence intensity; higher % means a stronger effect | inhibition, % at 11.5 µM, or IC50 in µM where a hit was titrated | 0.054% of 290,000 active;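 further: plate controls were vehicle with enzyme for no effect and no enzyme for full effect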
human PMI inhibition = inhibitors of human PMI, primary screen, biochemical, fluorescence intensity, coupled assay (AID 1209). Mannose-6-phosphate isomerase (Homo sapiens). purified PMI enzyme, coupled fluorescence intensity; higher % means a stronger effect. inhibition, % at 20 µM, or IC50 in µM where a hit was titrated. 0.42% of 190,000 active;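 further: plate controls were DMSO vehicle for no effect and wells lacking substrate for full effect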
Yfh1-off respiration = enhancers of respiration in Yfh1-depleted yeast, dose response, Friedreich's ataxia, plus single-dose screen (AID 1465); S. cerevisiae Yfh1-off respiration, WST-1 reduction, 72 h; higher fold induction means a stronger effect; fold induction at 50 µM; hits with a dose series show EC50 in µM; 0.074% of 220,000 active;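 active means fold induction of absorbance versus untreated yeast above a set limit, then at least 30% activation at any dose in follow-up; inconclusive means repeats straddling the limit, or above it without dose testing; inactive means fold induction below the set limit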;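 further: activators that raise dye reduction in frataxin-depleted yeast; strong numbers were not always called active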
XIAP antagonists = XIAP antagonists, biochemical, IAP family, fluorescence polarization (AID 1018) | E3 ubiquitin-protein ligase XIAP (Homo sapiens) | XIAP BIR domain, fluorescence polarization peptide displacement; higher % means a stronger effect | displacement, % at 20 µM; hits with a dose series show IC50 in µM | 0.007% of 200,000 active; in the data active means displacement above about 50%; further: a part of the inactive calls stands beside numbers as strong as those of hits
WT yeast gro inh = growth inhibition of WT strain, primary screen, mitochondrial fusion inhibitor project, WT and mutant strains, chemical genetic. inhibition, % at 10 µM. mitochondrial fusion phenotypic screen. AID 1362, 2008. 2.1% of 190,000 active; in the data active means inhibition above about 58%; tested in S. cerevisiae
WT yeast gro inh mutant strain = also measured in WT yeast gro inh; calls as there; inhibition, %; mitochondrial fusion phenotypic screen, mutant strain inhibition
* = called active by the depositor; i = inactive; u = inconclusive; x = not tested or not shown. Unless noted, no stated cut-off is given here; in the data, active means inhibition above about 50%; inactive means the rest.

nr	mol	XIAP antagonists	WT yeast gro inh mutant strain	human PMI inhibition	M1AAP inhibition	TNAP activators	LYP inhibition	PMI inhibition	Yfh1-off respiration	P. falciparum M17LAP	WT yeast gro inh
1	COC(=O)c1ccccc1NC(=O)N1c2ccccc2Sc2ccccc21	-4.5%	24	18%	4%	1.2	4%	13%	i	1%	39
2	CN(C)CCCNc1oc(/C=C/c2ccccc2)nc1C#N	x	x	x	45µM*	x	-49%	x	i	i	x
3	CC1CCc2c(sc3nc(SCC(=O)NCc4ccco4)nc(N)c23)C1 (stereo not given)	-3.9%	-12	11%	6%	1.1	-2%	14%	i	-6%	-4
4	CC(=O)c1c(C)[nH]c(C(=O)Nc2nccs2)c1C	-2.1%	15	-4%	-3%	1.1	0%	-2%	i	2%	5
5	O=c1cc(Nc2ccc3c(c2)OCCO3)[nH]c(=O)n1C1CCCCC1	-7.9%	-20	18%	2%	1.1	8%	41%	i	-4%	-10
6	CC(=O)C1=C(C)NC(SCC(=O)c2ccc(F)cc2)=C(C#N)C1c1ccco1 (stereo not given)	-4.6%	14	-12%	8%	1	1%	-5%	i	13%	16
7	Oc1c(Br)cc(Br)cc1/C=N/c1nc2c(s1)CCCC2	x	13	x	3%	x	x	x	i	20%	10
8	COc1ccc(C(=O)CSc2n[nH]c(N)n2)cc1	-2.8%	x	-12%	-5%	1	-5%	-18%	i	26%	x
9	CCCCNc1nc2cccnc2s1	x	x	x	1%	x	-3%	x	i	7%	x
10	Cc1ccc(N2C(=O)C(CN(C)C)C2c2ccccc2)cc1 (stereo not given)	-4.2%	0	-5%	0%	1.1	-4%	-6%	i	14%	15
11	O=c1cc(CN2CCN(S(=O)(=O)c3ccccc3[N+](=O)[O-])CC2)nc2sccn12	-5.9%	3	-5%	3%	1.1	-3%	2%	i	4%	-18
12	O=C(CN(Cc1ccccc1)C(=O)c1csnn1)NCc1ccccc1	-1.6%	12	-2%	4%	1.1	-9%	-4%	i	6%	-16
13	O=C(CSc1nnc(SCc2ccccc2)s1)NNC(=S)Nc1ccccc1	-5.6%	-21	12%	-15%	1.7	1%	2%	i	3%	-8
14	O=[N+]([O-])c1cc(C(F)(F)F)ccc1Sc1ccccn1	-5.7%	-5	4%	1%	1	-6%	8%	i	-7%	4
15	O=C1Nc2ccccc2C12OCCCO2	-1.3%	10	-1%	-1%	1.1	-6%	2%	i	10%	5
16	O=c1[nH]c(C(F)(F)F)nc2c1nnn2Cc1ccccc1F	-2.8%	-11	-14%	-2%	1.2	-7%	-10%	i	-4%	-11
17	CCOC(=O)c1ccc(NC(C)=O)c([N+](=O)[O-])c1	x	x	x	-2%	x	-2%	x	i	16%	x
18	CCC(=O)Oc1cccc(C(=O)Nc2ccc(-c3nnc(-c4ccco4)o3)cc2)c1	-1.8%	0	5%	5%	1.1	-2%	4%	i	3%	-7
19	COCCNC(=O)CN1C(=O)COc2ccc(Cl)cc21	-2.9%	3	-7%	-2%	1	-9%	-4%	x	16%	1
20	Nc1ccc(-n2nnnc2-c2ccco2)cc1	-4.8%	21	2%	3%	1.2	-9%	0%	x	-2%	13
21	O=C(CCCCCN1C(=O)c2ccccc2C1=O)NCCc1nc2ccccc2[nH]1	-14%	-29	13%	10%	1	-4%	16%	i	0%	-15
22	COc1ccc(S(=O)(=O)N(CCC(=O)O)Cc2ccccc2)cc1	-5.2%	-16	3%	3%	1	-10%	7%	i	2%	-13
23	Cc1nc2ccccc2nc(C)c1=NOCc1cccc(F)c1	-6.6%	19	6%	0%	1.1	4%	10%	i	-3%	15
24	O=C(c1ccco1)N1CCN(C(=O)C2CCCN(S(=O)(=O)c3cccc4nsnc34)C2)CC1 (stereo not given)	-4.8%	9	-7%	5%	1.1	-11%	-9%	i	3%	1
25	CCOC(=O)c1cc(=O)n2nc(-c3ccccc3F)nc2s1	-2.1%	13	13%	10%	0.8	-9%	-10%	i	31µM*	-3
26	Cc1ccsc1C1C(C#N)=C(N)Oc2n[nH]c(C)c21 (stereo not given)	-1.4%	18	3%	2%	1	1%	5%	u	8%	11
27	CN(CCC#N)c1ccc(/C=C(\C#N)c2ccccn2)cc1	-5.4%	-9	-16%	8%	1	-7%	-2%	i	6%	10
28	Cc1ccc2nc(SCc3ccc([N+](=O)[O-])cc3)[nH]c2c1	-4.1%	-41	13%	0%	1.2	-2%	4%	i	-1%	1
29	CCOC(=S)SCC(=O)N1CCc2cc(OC)c(OC)cc2C1C1C(=O)CC(C)(C)CC1=O (stereo not given)	-4.6%	1	4%	-2%	1.1	-8%	5%	i	-24%	-10
30	CCCC1(C(=O)O)NC(c2cccc(OC)c2O)C2C(=O)N(c3ccccc3)C(=O)C21 (stereo not given)	-4.8%	7	0%	3%	1.3	-3%	2%	i	2%	10

Other results
nr	mol	XIAP antagonists	WT yeast gro inh mutant strain	human PMI inhibition	M1AAP inhibition	TNAP activators	LYP inhibition	PMI inhibition	Yfh1-off respiration	P. falciparum M17LAP	WT yeast gro inh
31	O=C(CCCn1c(=S)[nH]c2ccccc2c1=O)N1CCCCC1	-1.9%	2	4%	15%	1.1	-6%	8%	i	2%	-17
32	CCOc1ccc(CCNC(=O)c2cccnc2N2CCCC2)cc1OCC	-7.6%	-1	0%	8%	1.1	-5%	-3%	i	-7%	-25
33	CN(CC(=O)NC1CC1)S(=O)(=O)c1ccc(F)cc1	-5.9%	11	13%	3%	1.1	-7%	0%	i	-8%	-9
34	O=C(CCn1c(=O)c2ccccc2n(Cc2cc(=O)n3ccccc3n2)c1=O)NCc1ccco1	-6.4%	-16	-11%	2%	1.1	-2%	-14%	i	-14%	1
35	COC(=O)c1cc(Cl)c(NC(=O)c2ccc(F)cc2)cc1OC	-8.8%	5	16%	11%	1.2	-8%	0%	i	-4%	-1
36	O=C(CC1C(=O)OCN1C(=O)OCc1ccccc1)OCC(=O)c1ccccc1 (stereo not given)	-7.0%	-42	5%	0%	1.2	-3%	11%	i	5%	-17
37	Nc1c(C(=O)NCCN2CCOCC2)c2nc3ccccc3nc2n1CCc1ccccc1	-3.3%	5	20%	15%	1.2	-8%	42%	i	-72%	18
38	c1cc2ccc3ccc(-n4cnnn4)c4ccc(c1)c2c34	-1.9%	-11	-1%	6%	1.1	-2%	-2%	i	7%	-14
39	Cn1c(=O)c2c(nc(CN3CCC(C(N)=O)CC3)n2Cc2c(F)cccc2Cl)n(C)c1=O	-5.4%	15	6%	5%	1.1	-1%	7%	i	-6%	1
40	CCn1cc(C(=O)NCc2ccc3c(c2)OCO3)c(=O)c2cc(F)c(N3CCN(C(=O)c4ccco4)CC3)cc21	-5.9%	12	19%	7%	1	4%	10%	i	-5%	21
41	CCc1c(C)sc(NC(=O)C2CCCCC2C(=O)O)c1C(N)=O (stereo not given)	2.0%	4	72%*	10%	1.2	0%	43%	i	51%	7
42	COc1ccc(N(CC(=O)Nc2nccs2)S(=O)(=O)c2c(C)[nH]c(=O)[nH]c2=O)cc1	-4.0%	-18	-15%	9%	1	1%	-7%	i	-5%	-9
43	COc1ccc(-n2c(Cn3c(=O)sc4ccccc43)nnc2SCC(=O)N2CCCC2)cc1	-3.1%	-4	-4%	5%	1	-6%	-5%	i	7%	12
44	O=C(NCc1ccccc1Cl)C1CCCN(S(=O)(=O)c2cnc[nH]2)C1 (stereo not given)	-4.2%	1	2%	5%	1.1	-6%	-3%	i	3%	12
45	COc1ccc(-c2nc(C#N)c(NCCc3ccccc3)o2)cc1	-14%	-3	18%	1%	1.1	-6%	16%	i	-5%	-2
46	CCC(C)(C(=O)Nc1ccccc1C)N(C(=O)CNC(C)=O)c1ccc(C)cc1 (stereo not given)	-5.2%	-16	-1%	1%	1	-3%	-4%	i	-8%	-12
47	CCCn1c(SCC(=O)N2CCCc3ccccc32)nnc1-c1ccco1	-4.3%	13	5%	-3%	1.1	-10%	-4%	i	-4%	9
48	O=C(NCc1cccnc1)C(=O)NCC1OCCN1S(=O)(=O)c1ccccc1 (stereo not given)	-6.1%	-19	5%	4%	1.1	-6%	15%	i	0%	-6
49	COc1ccc(NC(=O)/C(C#N)=C/c2ccc(Sc3nncn3C)c([N+](=O)[O-])c2)cc1	-1.0%	6	21%	4%	1	0%	27%	i	4%	7
50	COc1ccccc1NC1=C(Cl)C(=O)N(c2ccccc2)C1=O	-2.5%	-7	1%	3%	1.1	-3%	-1%	i	4%	-6
51	Cc1cccc(/C=N/Nc2cc(N3CCOCC3)nc(N3CCOCC3)n2)c1	-3.1%	9	x	3%	1.1	3%	x	i	9%	21
52	COc1ccc(CNC(=O)C(=O)NCc2ccncc2)cc1	-7.0%	11	6%	3%	1.1	-4%	9%	i	-4%	-16
53	CCC(C)N(NC(C)=O)c1nc(Cl)nc(NC(C)(C)C)n1 (stereo not given)	-4.2%	-14	2%	-6%	1	1%	4%	i	2%	11
54	O=C(C[n+]1ccc(/C=N/O)cc1)NCc1ccccc1	x	x	x	10%	x	-5%	x	i	-15%	x

One compound at a time, as listed above. Screens in order: XIAP antagonists | WT yeast gro inh mutant strain | human PMI inhibition | M1AAP inhibition | TNAP activators | LYP inhibition | PMI inhibition | Yfh1-off respiration | P. falciparum M17LAP | WT yeast gro inh
COc1ccccc1NC1=C(Cl)C(=O)N(c2ccccc2)C1=O is entered as -2.5% | -7 | 1% | 3% | 1.1 | -3% | -1% | i | 4% | -6
CCOc1ccc(CCNC(=O)c2cccnc2N2CCCC2)cc1OCC is entered as -7.6% | -1 | 0% | 8% | 1.1 | -5% | -3% | i | -7% | -25
Nc1c(C(=O)NCCN2CCOCC2)c2nc3ccccc3nc2n1CCc1ccccc1 is entered as -3.3% | 5 | 20% | 15% | 1.2 | -8% | 42% | i | -72% | 18
Cc1cccc(/C=N/Nc2cc(N3CCOCC3)nc(N3CCOCC3)n2)c1 is entered as -3.1% | 9 | x | 3% | 1.1 | 3% | x | i | 9% | 21

Rows were taken by chance, and some 3.7% of all compounds hit somewhere here.
